inhibitors of VEEV: inhibitors of VEEV TC-83 cytopathic effect, confirmation, Vero cells (AID 588727). 350,000 compounds, 0.13% hits. Vero cells, VEEV TC-83 cytopathic effect inhibition; higher % means a stronger effect. one-dose inhibition, % at 20 µM; IC50 in µM for titrated hits; in the data active = a potency from the dose series; inconclusive = inhibition mostly from about 14% at the one dose, without a potency; inactive = the rest, 99 in 100 with inhibition below about 12%; also: strong numbers were not always called active
tuberculosis growth: growth inhibition of non-replicating M. tuberculosis (AID 488890); inhibition, % at 25 µM; hits with a dose series show IC50 in µM; 320,000 compounds, 0.39% hits; Mycobacterium tuberculosis non-replicating, growth inhibition; higher % means a stronger effect; in the data active = a potency from the dose series; inconclusive = inhibition mostly from about 82% at the one dose, without a potency; inactive = the rest, 99 in 100 with inhibition below about 76%;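 also: plate controls were DMSO cells for no effect and high antibiotic wells for full effect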
Salmonella PhoP GFP: PhoP regulon inhibitors, Salmonella typhi PhoP promoter GFP reporter, confirmatory (AID 1850); Salmonella Typhi PhoP-promoter GFP reporter, fluorescence, 4 h; higher % means a stronger effect; 310,000 compounds, 0.33% hits; inhibition, % at 50 µM; hits with a dose series show IC50 in µM; in the data active = a potency from the dose series; inconclusive = inhibition mostly from about 25% at the one dose, without a potency; inactive = the rest, 99 in 100 with inhibition below about 19%;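 also: 0% = induced wells with vehicle and 100% = uninduced wells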
M. tuberculosis HTS: M. tuberculosis growth inhibition, HTS (AID 449762) | inhibition, % at 25 µM; hits with a dose series show IC50 in µM | M. tuberculosis H37Rv growth inhibition, 7H9 media; higher % means a stronger effect | 330,000 compounds, 0.59% hits; in the data active = a potency from the dose series; inconclusive = inhibition above about 70% without an active follow-up result;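 also: bacterial growth assessed after seven days of incubation; strong numbers were not always called active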
influenza NS1A: H1N1 influenza NS1A inhibitors, functional cell based assay (AID 504329) | 340,000 compounds, 0.3% hits | NS1A functional cell-based assay, percent inhibition; higher % means a stronger effect | inhibition, % at 12.5 µM; hits with a dose series show IC50 in µM; in the data active = a potency from the dose series; inconclusive = inhibition above about 27% without an active follow-up result; also: strong numbers were not always called active
inhibitors of VEEV 10K pilot screen: second read-out of inhibitors of VEEV, no call of its own (marks repeat the call); inhibition, %; measured here: 10K pilot screen inhibition
* marks the source's active call; other numbers are inactive results; i = inactive; ? = inconclusive; nt = not tested or not shown.

Preview, two compounds:
SMILES | inhibitors of VEEV | tuberculosis growth | Salmonella PhoP GFP | M. tuberculosis HTS | influenza NS1A | others
CCc1nnc(NC(=O)c2ccc(S(=O)(=O)N(C)Cc3ccccc3)cc2)o1 | 7.6% | ? | -9% | 68% | 1%
COC(=O)c1ccc(N=CC2=C(O)CC(c3ccccc3)CC2=O)cc1 (centres undefined) | i | 45% | 0% | 62% | nt

Main list, from the start:
SMILES | inhibitors of VEEV | tuberculosis growth | Salmonella PhoP GFP | M. tuberculosis HTS | influenza NS1A | others
CCc1nnc(NC(=O)c2ccc(S(=O)(=O)N(C)Cc3ccccc3)cc2)o1 | 7.6% | ? | -9% | 68% | 1%
COC(=O)c1ccc(N=CC2=C(O)CC(c3ccccc3)CC2=O)cc1 (centres undefined) | i | 45% | 0% | 62% | nt
COC(=O)c1cc(C(=O)NC(C)C2CC3CCC2C3)cc([N+](=O)[O-])c1 (centres undefined) | 0.1% | 27% | 2% | 5% | 11%
COc1ccc(-c2c(-c3ccc4c(c3)OCO4)c3ccccc3n2C)cc1 | 0.1% | nt | nt | nt | 4%
COc1ccc(-c2csc(NC(=O)CSc3nnnn3C)n2)c(OC)c1 | 1.1% | -1% | -7% | 14% | 12%
CSCCC1NC(=O)N(CC(=O)N2CCc3ccccc3C2)C1=O (centres undefined) | 1.1% | 9% | nt | -9% | -13%
COc1ccc(CNC(=O)C(=O)NCC2OCCN2S(=O)(=O)c2ccccc2)cc1 (centres undefined) | 0.4% | 9% | -3% | -11% | -6%
O=C1c2ccccc2C(Nc2ccc(Cl)cc2)N1CCN1CCOCC1 (centres undefined) | 2.2% | 1% | 4% | -9% | 2%
Cc1ccc(N2CC(C(=O)Nc3cc(C)on3)CC2=O)cc1 (centres undefined) | 0.9% | 24% | -13% | 10% | -8%
CCOC(=O)c1c(NC(=O)COC(=O)Cc2ccccc2[N+](=O)[O-])sc(C(=O)N(C)C)c1C | 9.3% | 20% | 0% | 4% | -1%
Cc1nc2ncnn2c(N2CCN(c3cccc(C(F)(F)F)c3)CC2)c1C | i | 29% | -6% | 46% | -5%
COCCN(CC(=O)Nc1cccc(C)c1C)C(=O)c1ccc2c(c1)OCO2 | 2.8% | nt | nt | nt | -8%
CCOC(=O)C(N)CSC1CC(=O)N(c2ccc(OCC)cc2)C1=O (centres undefined) | 0.1% | -2% | 1% | -7% | -1%
CCCC(O)(CCN1CCCCC1)c1ccc(OCC)cc1 (centres undefined) | 0.8% | nt | nt | -4% | 8%
O=C1CCc2cc(S(=O)(=O)NCc3ccccc3Cl)ccc2N1 | 1.2% | -4% | nt | 0% | -9%
COc1ccc(C(=O)NCCOc2ccccc2Cl)c(OC)c1OC | 1.2% | 21% | -7% | 5% | 20%
O=C(Nc1cccc(F)c1)C1CCN(C(=O)NCc2ccccc2)CC1 | 1.1% | 7% | -6% | -1% | -3%
CNC(=O)c1ccc(NC(=O)CC2SC(N3CCCC3)=NC2=O)cc1 (centres undefined) | 0.1% | -1% | nt | -14% | 1%
O=C1C2C3C=CC(C3)C2C(=O)N1c1ccc2c(c1)CCC2 (centres undefined) | 2.2% | nt | -7% | nt | 3%
Cc1ccccc1Nc1nnc(SCC(=O)NCC2CCCO2)s1 (centres undefined) | 1.3% | 44% | nt | -4% | 0%
CCc1ccc(C(=O)NNC(=O)OC)cc1 | 0.1% | -11% | 15% | -7% | 7%
COc1ccc(CNCc2cccc(Oc3ccccc3)c2)cc1 | i | 53% | -39% | 10% | -4%
Cc1cc(N)nc(SCC(=O)N2C(C)CCCC2C)n1 (centres undefined) | 2.8% | 9% | 10% | 3% | -8%
C[C@H]([C@H](O)c1ccccc1)N(C)C(=O)CN | 0.0% | -5% | -28% | 21% | 5%
CCCn1c(SCC(=O)Nc2cc(S(=O)(=O)N3CCOCC3)ccc2Cl)n[nH]c1=O | 0.6% | 3% | 10% | -5% | -4%

The final 3 compounds of the section before come first, to join the parts.
SMILES | inhibitors of VEEV | tuberculosis growth | Salmonella PhoP GFP | M. tuberculosis HTS | influenza NS1A | others
Cc1cc(N)nc(SCC(=O)N2C(C)CCCC2C)n1 (centres undefined) | 2.8% | 9% | 10% | 3% | -8%
C[C@H]([C@H](O)c1ccccc1)N(C)C(=O)CN | 0.0% | -5% | -28% | 21% | 5%
CCCn1c(SCC(=O)Nc2cc(S(=O)(=O)N3CCOCC3)ccc2Cl)n[nH]c1=O | 0.6% | 3% | 10% | -5% | -4%
COc1ccccc1CC(=O)Nc1ccc(S(=O)(=O)N2CC(C)CC(C)C2)cc1 (centres undefined) | 6.3% | 14% | nt | -4% | -2%
Cc1cccc(Nc2n[nH]c(=S)s2)c1C | 0.9% | -2% | -7% | -5% | 7%
Cc1ccc(C(=O)ONC(=O)c2ccc(Cl)cc2)cc1[N+](=O)[O-] | 11% | 20% | -4% | -3% | 16%
COc1ccc(N2CCN(CC(=O)N3CCC(C)CC3)CC2)cc1 | 0.1% | 13% | -7% | 2% | -1%
CCOC(=O)C1CCCN(CC(O)COCc2ccccc2OC)C1 (centres undefined) | 2.6% | 17% | 1% | -5% | -1%
CN1CCC(=O)N(CCN=[N+]=[N-])CC1 | 0.7% | -3% | -55% | 53% | -11%
Cc1ccc(C(=O)OCC(=O)NCc2cccs2)s1 | 1.6% | nt | nt | nt | -8%
Cc1cc(NC(=O)c2ccco2)ccc1-n1cnnn1 | 1.5% | -13% | 7% | -1% | -6%
Cc1ccc(NC(=O)Cn2nc(C)c(S(=O)(=O)N(C)C)c2C)cc1C | 2.6% | -6% | -3% | -3% | 9%
COc1ccccc1NS(=O)(=O)c1ccc2c(c1)N(C(C)=O)CC(C)S2 (centres undefined) | 1.8% | 4% | 7% | -3% | -5%
Cc1cc(C(=O)OCc2nnc(-c3ccccc3)o2)c(C)n1-c1ccccc1 | i | 21% | -9% | 7% | 7%
CC(=O)Nc1ccc(S(=O)(=O)Nc2ccc3c(c2)n(C)c(=O)n3C)c(C)c1 | 2.3% | -4% | 2% | -12% | -5%
COc1ccccc1-c1c(C)nn2c(N)c(-c3ccccc3)cnc12 | 7.3% | 10% | 2% | -6% | -6%
COc1cccc(C(=O)COc2ccc(NC(=O)c3cccs3)cc2)c1 | 2.0% | 13% | 2% | 9% | 12%
CCNc1nc(NC(C)C)nc(NC(C)(C)C)n1 | 3.4% | 60% | -14% | 3% | -1%
CCOc1ccccc1C(=O)OCC(=O)Nc1ccc(OC(F)F)cc1 | 2.0% | 19% | 3% | -4% | -4%
COc1ccc(C2NCCc3[nH]cnc32)cc1 (centres undefined) | 1.7% | -6% | 4% | -3% | -1%
COc1ccccc1CC(=O)Nc1ccccc1O | 1.3% | -9% | 4% | 3% | 6% | inhibitors of VEEV 10K pilot screen=0.4
Cn1nnc(NC(=O)CSc2nnnn2-c2ccc(F)cc2)n1 | 4.1% | -4% | 2% | -1% | 0%
O=C(Nc1ccc([N+](=O)[O-])cc1)C1CC12CCC2 (centres undefined) | 1.1% | 24% | 14% | -1% | -12% | inhibitors of VEEV 10K pilot screen=0.4
CC1(C)C2CCC1(C(=O)O)c1nc3ccccc3nc12 (centres undefined) | 1.2% | -12% | 9% | 2% | 0%
O=C(NCCN1C(=O)S/C(=C\c2cccs2)C1=O)c1ccc(=O)[nH]c1 | nt | 3% | -8% | -6% | nt
O=C(CSc1nnc(Cn2nnc3ccccc32)o1)Nc1cccc(Cl)c1 | 5.2% | 4% | 3% | 0% | 3%
CC(=O)c1cccc(NC(=O)N2C[C@H]3C[C@@H](C2)c2cccc(=O)n2C3)c1 | i | 5% | 12% | 1% | -3%
Cc1ccccc1N1C(=O)C2ON(c3ccccc3)C(c3ccco3)C2C1=O (centres undefined) | 1.9% | -4% | -13% | -5% | -23%

2 compounds drawn at random from the list so far:
SMILES | inhibitors of VEEV | tuberculosis growth | Salmonella PhoP GFP | M. tuberculosis HTS | influenza NS1A | others
CC1(C)C2CCC1(C(=O)O)c1nc3ccccc3nc12 (centres undefined) | 1.2% | -12% | 9% | 2% | 0%
Cc1ccc(C(=O)ONC(=O)c2ccc(Cl)cc2)cc1[N+](=O)[O-] | 11% | 20% | -4% | -3% | 16%

The list continues.
SMILES | inhibitors of VEEV | tuberculosis growth | Salmonella PhoP GFP | M. tuberculosis HTS | influenza NS1A | others
CCC(=O)Nc1cc(C(=O)OC(C(=O)c2ccc(C)c(C)c2)c2ccccc2)ccc1C (centres undefined) | 1.2% | 17% | 5% | 0% | -1%
COC(=O)CCC/C=C1/SCC(NC(=O)c2ccccc2)/C1=N/O (centres undefined) | 1.6% | 18% | 1% | 5% | 2% | inhibitors of VEEV 10K pilot screen=1.2
Cc1onc(-c2ccccc2)c1C(=O)NC(CC(=O)O)c1ccc(OC(C)C)cc1 (centres undefined) | 1.6% | -2% | -2% | -6% | 6%
O=c1nc(N2CCOCC2)ccn1-c1nc(-c2ccccc2)oc1-c1ccccc1 | 0.5% | -6% | -10% | 11% | -2%
CSc1ncccc1C(=O)OCC(=O)NC1CCCCC1 | 2.9% | 1% | nt | 4% | -13%
O=C(Nc1ccc2c(c1)C(=O)NC2=O)c1ccc(S(=O)(=O)N2CCCC2)cc1 | i | 20% | 13% | 2% | -9%
COC(=O)CCC(=O)OC1(C)C(=O)C=C2C=C(C3CC3)N(Cc3ccc4c(c3)OCO4)C=C2C1=O (centres undefined) | 0.8% | 47% | 13% | 1% | 1%
CC(C)n1c(=S)[nH]c2cc(C(F)(F)F)ccc21 | 0.7% | 3% | 10% | -12% | -7%
C[C@]12CCC3c4ccc(OCC(=O)O)cc4CCC3C1CCC2=O (some centres undefined) | i | 8% | 1% | 8% | -3%
FC(F)(F)c1cc(-c2ccccc2)nc(NCc2cccnc2)n1 | 1.5% | 18% | -10% | 35% | 11%
Cc1ncoc1C(=O)N1CCc2c([nH]c3ccccc23)C1C1CCCCC1 (centres undefined) | 3.9% | 5% | -3% | 3% | 7%
O=C(NCCCn1ccnc1)Nc1cccc2ccccc12 | 0.1% | 6% | -6% | -3% | -10%
COc1ccc(NC(=O)NCc2ccc3c(c2)OCO3)cc1 | i | -19% | 0% | 0% | 12%
Cc1cc(OCC(O)CN)ccc1Cl (centres undefined) | 0.4% | -2% | 11% | 8% | 5%
CCSc1nnc(NC(=O)c2c(C)noc2C)s1 | 1.4% | 21% | -3% | 7% | 16%
C/C(=N\NC(=O)CC(C)C)c1ccc(N2CCCCC2)cc1 | 0.7% | 41% | -1% | 5% | 9%
CC1CCCCC1NS(=O)(=O)c1ccc(S(=O)(=O)N2CCCC2)cc1 (centres undefined) | 2.4% | 22% | 4% | 0% | 1%
CCCCCCc1cc2cc(C(=O)NCc3ccccc3)c(=N)oc2cc1O | i | ? | -36% | 3.5µM* | 0%
CC(C)c1ccc(S(=O)(=O)N2CCN(C(=O)CCNS(=O)(=O)c3ccccc3F)CC2)cc1 | i | -6% | -1% | -9% | -8%
CCc1nccn1S(=O)(=O)c1ccc2ccccc2c1 | i | 8% | -6% | 6% | 6%
CCCCNc1c(-c2cccc(-c3ccc(OC)cc3)c2)nc2ccc(C)cn12 | 2.9% | 45% | -9% | ? | 6%
Cc1cc(C)n(CCNC(=O)c2ccc3c(c2)OCO3)n1 | 0.2% | -13% | -6% | 2% | 6%
Cc1cc(Cl)ccc1N1C(=O)CC(SCCC(=O)O)C1=O (centres undefined) | i | 13% | -6% | -4% | -3%
CCOC(=O)c1ccccc1NC(=O)N[C@@H](C)C(=O)OC | 2.1% | -6% | 8% | 0% | 22%
O=C(c1cc(-c2ccc(Cl)cc2)nc2ccccc12)N1CCOCC1 | 7.8% | 31% | -5% | ? | -20%
SMILES | inhibitors of VEEV | tuberculosis growth | Salmonella PhoP GFP | M. tuberculosis HTS | influenza NS1A | others
Cc1ccc(S(=O)(=O)N(CC(=O)Nc2ccccc2C(=O)O)c2cccc(Cl)c2C)cc1 | 0.2% | 41% | -2% | 7% | -11%
C=C(C)C(=O)Nc1cccc(C2=NOC3(C2)C[C@@H](C(N)=O)N(C(=O)c2cc([N+](=O)[O-])cc([N+](=O)[O-])c2C)C3)c1 (some centres undefined) | 0.3% | 39% | 0% | 59% | 2%
COc1ccc(C(=O)Nc2ccccc2C(=O)NCc2cccnc2)cc1 | 7.3% | 17% | -1% | 0% | -4%
CCSc1nnc(NC(=O)CCCOc2ccc(C)cc2)s1 | 0.2% | 78% | 5% | 1% | -4%
O=C(Nc1ccc(Cl)cc1)Nc1ccon1 | 8.2% | 1% | -3% | -14% | -2%
Cc1ccc(Nc2nc(N/N=C/c3c[nH]c4ccccc34)nc(N3CCOCC3)n2)cc1 | 7.3% | 24% | -10% | 63% | -13%
Cc1cc(NS(=O)(=O)c2ccc(NC(=O)CCCOc3ccccc3C)cc2)no1 | 1.2% | 35% | -2% | -6% | -3%

From PubChem BioAssay
